# Bcl-B displacement: displacers of TR3 peptide from Bcl-B, primary screen, selectivity assay for Bfl-1 inhibitor project, biochemical, fluorescence polarization. FP displacement of FITC-TR3 peptide from Bcl-B; higher % means a stronger effect. displacement, % at 20 µM; hits with a dose series show IC50 in µM. hit rate 0.11% among 96,000. AID 748;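 active = displacement above 50% at 20 µM plus a fluorescence interference ratio under 1.5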;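 also: plate controls were wells without compound for no effect and wells lacking Bcl-B protein for full effect; a part of the inactive calls stands beside numbers as strong as those of hits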
# IL1B NFkB inh: blocks IL-1B driven NFkB nuclear translocation in HUVEC cells. HUVEC IL-1B NFkB p65 nuclear translocation imaging. inhibition, % at 2 µM. hit rate 0.43% among 94,000;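 active = inhibition above about 30% together with a positive call from visual inspection of the well image, limit read from the data; inconclusive = inhibition above a set limit but visual check negative; inactive = inhibition not above a set limit, visual check negative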;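 also: nuclear over cytoplasmic p65 intensity ratio measured by imaging; 0% = IL-1B stimulated DMSO wells and 100% = unstimulated DMSO wells; values of inactives mirror those of a sister screen read the other way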
# MRP reversal: compounds reversing MRP-mediated drug resistance; differential viability (reversal), % at 10 µM; AID 602; H69AR cells + 2 uM doxorubicin, CellTiter-Glo, 72 h; hit rate 0.04% among 85,000;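 active = viability drop by adding the cancer drug above about 55%, with treated viability meeting a 40% cutoff, limit read from the data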;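 also: viability without doxorubicin minus viability with 2 µM doxorubicin for each compound; larger differential means the compound sensitizes cells more to doxorubicin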
# NFkB transloc pot: enhances IL-1B driven NFkB nuclear translocation. HUVEC IL-1B NFkB p65 nuclear translocation imaging. activation, % at 2 µM. hit rate 0.3% among 94,000. AID 819;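 active = activation above 40%, about the mean plus 3 SD, also judged a hit on visual image review; inconclusive = activation above 40% but not a hit on visual review; inactive = activation not above 40% and no visual hit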;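 also: percent activation is computed from the nuclear over cytoplasmic p65 intensity ratio; values of inactives mirror those of a sister screen read the other way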
# PLAP inhibition: PLAP enzyme inhibitors, biochemical, luminescence, HTS (AID 690). one-dose inhibition, % at 20 µM; IC50 in µM for titrated hits. purified PLAP, luminescent substrate; higher % means a stronger effect. hit rate 0.08% among 96,000; in the data active = a potency from the dose series; inactive = the rest, 99 in 100 with inhibition below about 30%; also: strong numbers were not always called active
# MRP reversal cytotoxicity: recorded beside MRP reversal, whose call it bears; viability, %; H69AR cells, CellTiter-Glo, 72 h; measured here: cytotoxicity without doxorubicin
# MRP reversal with doxorubicin: also measured in MRP reversal; calls as there; viability, %; measured here: viability with 2 uM doxorubicin; hits give low values
# IL1B NFkB inh cell count 2 µM: also measured in IL1B NFkB inh; calls as there; cell count; measured here: cells passing quality filter;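 raw number of nuclei counted in each imaged well without normalization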
# NFkB transloc pot cell count 2 µM: second read-out of NFkB transloc pot, no call of its own (marks repeat the call); cell count; measured here: cells passing quality filter
# An asterisk follows results filed as active; ? = inconclusive; · = no result given. Only part of the results is shown, so the mix of outcomes need not match the whole.
# Order of results: PLAP inhibition	MRP reversal cytotoxicity	NFkB transloc pot cell count 2 µM	MRP reversal	MRP reversal with doxorubicin	NFkB transloc pot	IL1B NFkB inh	IL1B NFkB inh cell count 2 µM	Bcl-B displacement
> O=C(NCc1ccccc1)N1CCC(c2nc3ccccc3[nH]2)CC1
  -3%	65	130	-23	88	10	-10	130	-3%
> Cc1ccc(-c2ccc(OCC(=O)N3CCOCC3)cc2)cc1
  -16%	76	89	-1	77	-5	5	89	-6%
> CC(CN1CCN(c2ccccc2)CC1)c1ccccc1 (configuration not stated)
  -14%	·	97	·	·	-17	17	97	8%
> Cc1cccc(NC(=O)c2ccccc2[N+](=O)[O-])n1
  -19%	·	156	·	·	8	-8	156	-3%
> Cc1ccc(N2CC(C(N)=O)CC2=O)cc1C (configuration not stated)
  -1%	84	97	-17	100	6	-6	97	-4%
> Cc1sc(NC(=S)NC(=O)c2cccs2)nc1-c1ccc(CC(C)C)cc1
  -52%	·	140	·	·	17	-17	140	-5%
> O=C(NC(N1CCCC1)C(Cl)(Cl)Cl)c1ccccc1 (configuration not stated)
  -14%	·	·	·	·	·	·	·	-1%
> Cc1ccc(C(=O)Nc2cc(C(F)(F)F)ccc2N2CCCCC2)cc1[N+](=O)[O-]
  10%	·	129	·	·	6	-6	129	2%
> O=C1c2ccccc2C(=O)N1CNc1ccccc1
  -15%	85	141	-3	89	25	-25	141	0%
> Cc1cccc(NC(=O)c2cnc3sccn3c2=O)n1
  ·	93	63	17	76	10	-10	63	·
> CC(C)COC(=O)c1nnsc1NC(=O)Nc1ccccc1
  45%	65	153	-11	76	3	-3	153	-95%
> CNc1nn(-c2cccc(Cl)c2)nc1N
  16%	46	·	-34	81	·	·	·	-11%
> CC(=O)c1ccc2c(c1)Nc1ccccc1S2
  14%	·	·	·	·	·	·	·	7%
> CN1CCN(c2ccc(NC(=O)Cc3ccccc3)cc2)CC1
  -10%	95	125	15	79	17	-17	125	-6%
> COc1cc2c(cc1OC)-c1cc(NC3CCCCC3)nc(=O)n1CC2
  9%	52	116	-5	57	4	-4	116	0%
> CCn1ncc(Cl)c1C(=O)Nc1ccncc1
  -35%	93	71	-2	94	0	0	71	-10%
> N#CC1=C2SCCN2C(=O)C(C#N)C12CCCCC2 (configuration not stated)
  -4%	103	112	17	87	3	-3	112	0%
> COc1cccc(CNC(=O)CN(C)S(=O)(=O)c2cnc[nH]2)c1
  6%	89	186	-1	90	0	0	186	-5%
> COc1ccc(CN(C(=O)c2cc3ccccc3oc2=O)C2CCCC2)cc1
  ·	79	115	6	73	-3	3	115	·
> Cc1noc(C)c1CSc1nnc(-c2cc(Cl)ccc2Cl)n1N
  -4%	101	128	26	75	-2	2	128	2%
> CCn1c(SCc2ccc(C)cc2)nnc1-c1cnccn1
  8%	88	128*	18	70	63*	-63	128	-9%
> N=c1ccn(Cc2cccc(Cl)c2)cc1
  23%	76	148	3	73	0	0	148	0%
> CCOc1ccc(N(CC(=O)NC(C)CC)S(C)(=O)=O)cc1 (configuration not stated)
  -7%	107	174	8	99	8	-8	174	-11%
> CCCc1cc(C(=O)Cc2nc3ccccc3s2)c(O)cc1O
  -55%	64	147	-1	65	-14	14	147	-29%
> CC(C)Sc1nc(N2CCOCC2)c2c(c1C#N)CC(C)(C)SC2
  11%	84	·	0	84	·	·	·	-5%
> COc1cccc(N2CCN(C3CC(=O)N(c4ccc(F)c(Cl)c4)C3=O)CC2)c1 (configuration not stated)
  -39%	104	16	3	101	-96	96*	16*	0%
> O=C(CS(=O)CC(=O)N(CC(=O)NC1CCCC1)C1CCCC1)Nc1ccc(F)cc1 (configuration not stated)
  -24%	100	113	8	92	4	-4	113	10%
> NC(=O)NC(Cc1ccccc1)C(=O)NCC1(N2CCCCC2)CCCCC1 (configuration not stated)
  9%	92	206	8	84	9	-9	206	4%
> CCC(C)NC(=O)c1c(F)c(F)c(F)c(F)c1F (configuration not stated)
  ·	81	175	-7	89	9	-10	175	·
> COc1ccc(CNC(=O)c2cccc(N3CCCC3=O)c2)cc1
  12%	102	168	13	88	-2	2	168	-1%
> Cc1c(N=Cc2ccc[nH]2)c(=O)n(-c2ccccc2)n1C
  0%	98	·	-6	104	?	-41	175	1%
> CC(C)C(=O)Nc1ccc(NC(=O)c2ccccn2)cn1
  18%	81	142	-9	90	14	-14	142	-3%
> CCOC(=O)N1CCN(Cc2nc(-c3ccc(OC)cc3)no2)CC1
  ·	·	178	·	·	13	-13	178	·
> CCOc1cc(S(=O)(=O)NCc2ccccc2)c(OCC)cc1-n1cnnn1
  ·	66	124	-11	77	20	-20	124	·
> CCC(=O)N1CCc2cc(S(=O)(=O)NCCC(=O)NC3CCCc4ccccc43)ccc21 (configuration not stated)
  -5%	70	·	-6	77	?	-58	129	-7%
> Cc1ccc(-n2ncc(C#N)c2/N=C/N2CCN(C)CC2)cc1
  2%	85	106	4	81	11	-11	106	-3%
> Cc1ccc(C)c(S(=O)(=O)Nc2ccc(O)cc2)c1
  4%	100	·	18	82	·	·	·	0%
> COc1ccccc1C(=O)Oc1ccc(C(C)(C)C)cc1
  12%	98	200	-14	111	6	-6	200	-7%
> S=c1[nH]nc(Cc2c[nH]c3ccccc23)o1
  -15%	95	170	-8	103	-14	14	170	0%
> COc1ccccc1NC(=S)N1C2CCC1CC(NC(=O)NC13CC4CC(CC(C4)C1)C3)C2 (configuration not stated)
  -78%	·	127	·	·	0	0	127	-4%
> Cc1cc(C)cc(N(CC(=O)NCCSc2ccccn2)S(=O)(=O)c2ccccc2)c1
  -28%	·	154	·	·	15	-15	154	1%
> CCC1=NN=C(c2ccc(F)cc2)C(c2c[nH]c3ccccc23)N1O (configuration not stated)
  ·	100	109	8	92	12	-12	109	·
> COc1ccc(Nc2ccnc3ccccc23)cc1
  6%	68	101	-11	79	-2	2	101	5%
> CCOC(=O)c1cccc(NS(=O)(=O)c2cnc[nH]2)c1
  -11%	95	·	-5	100	·	·	·	-7%
> CC(=O)c1cccc(N(CC(=O)Nc2ccc(F)cc2F)S(C)(=O)=O)c1
  -3%	112	180	-2	114	-5	5	180	-6%
> O=C(Oc1cccc2ccccc12)c1ccncc1
  ·	53	141	-43	96	19	-19	141	·
> c1ccc2c(SCc3cn4cccnc4n3)ncnc2c1
  11%	84	117	-4	87	6	-6	117	-11%
> C=CCn1c(COc2cccc3ccc(C)nc23)nnc1SCC(=O)O
  -30%	95	158	-4	100	15	-15	158	-4%
> CSCCC1NC2(C(=O)Nc3c(C)cc(Cl)cc32)[C@@H]2C(=O)N(C3CCCC3)C(=O)[C@H]12 (some centres not stated)
  -75%	77	52	-7	85	8	-8	52	4%
> O=C(CN1C(=O)CC(c2ccco2)Sc2ccccc21)NCc1ccc2c(c1)OCO2 (configuration not stated)
  -45%	·	88	·	·	15	-15	88	-1%
> Cc1cccc(CSc2nncc(=O)[nH]2)c1
  -30%	101	161	7	94	12	-12	161	-3%
> CCCNC(=O)c1ccc(N(Cc2ccccc2)S(C)(=O)=O)cc1
  22%	95	158	9	85	-2	2	158	-2%
> COc1cc(OC)cc(C(=O)NCCCN2CCOCC2)c1
  ·	97	84	6	91	2	-2	84	·
> COc1ccnc(NCc2cccc(C(F)(F)F)c2)c1C#N
  -20%	·	114	·	·	-48	?	·	-8%
> O=C(CCn1c(=O)c2sccc2n(CC(=O)OCc2ccccc2)c1=O)NCc1ccccc1
  9%	74	159	3	71	-16	16	159	-2%
> CCCN1C(=O)c2cc(C(=O)NCCc3cccc(C)c3)ccc2C1O (configuration not stated)
  14%	131	56	48	83	-9	9	56	-2%
> Cc1cc(NC(=O)c2ccoc2C)no1
  ·	71	157	-9	79	6	-6	157	·
> c1ccc(-c2ccc(-c3nc(-c4cccnc4)no3)cc2)cc1
  15%	95	·	11	84	·	·	·	-3%
> O=C(c1cc(-c2ccncc2)nc2ccc(Cl)cc12)N1CCN(C(=O)C2CCCO2)CC1 (configuration not stated)
  -26%	75	108	-5	80	-1	1	108	-1%
> CCOc1cc(S(=O)(=O)N2CCC(C(N)=O)CC2)ccc1F
  7%	96	157	3	93	21	-21	157	-8%

# Additional compounds.
# Order of results: PLAP inhibition	MRP reversal cytotoxicity	NFkB transloc pot cell count 2 µM	MRP reversal	MRP reversal with doxorubicin	NFkB transloc pot	IL1B NFkB inh	IL1B NFkB inh cell count 2 µM	Bcl-B displacement
> CC(C)(C)NC(=O)C(c1ccncc1)N(Cc1cccs1)C(=O)Cn1nnc(-c2ccc(F)cc2)n1 (configuration not stated)
  ·	40	163	-38	79	5	-5	163	·
> CCOC(=O)Cn1c(CN2CCc3ccccc3C2)nc2c1c(=O)n(C)c(=O)n2C
  -29%	94	·	5	89	·	·	·	1%
> CCOc1cc(CNCc2ccncc2)cc(Br)c1OCc1ccc(F)cc1
  -58%	·	147	·	·	2	-2	147	0%
> CCOc1ccccc1NC(=O)NC1CC2CCCC(C1)N2Cc1nnnn1CCc1ccccc1 (configuration not stated)
  -42%	85	·	28	56	·	·	·	-3%
> Cc1ccc(CN2CCCNC2=O)cc1
  14%	91	199	2	89	6	-6	199	7%
> Cc1ccc(N2CC(C(=O)Nc3nccs3)CC2=O)cc1Cl (configuration not stated)
  4%	87	55	2	85	-2	-4	140	-3%
> COc1ccccc1CNC(=O)CN1CCC(NC(=O)c2ccccc2F)CC1
  -12%	88	157	20	68	6	-6	157	3%
> COc1ccc(N2CCN(C(=O)CSc3nnc4ncccn34)CC2)cc1
  7%	104	·	23	82	·	·	·	13%
> Cc1ccc(Cn2ccc(NC(=O)c3cc(-c4ccccc4)on3)n2)cc1
  12%	92	108	-7	99	8	-8	108	-6%
> COc1cc(OC)c(NC(=O)CCNC(=O)Cn2cnc3ccccc3c2=O)cc1Cl
  -11%	93	146	-2	95	16	-16	146	2%
> O=C(NCc1ccco1)c1cnn2c(C(F)(F)F)cc(-c3ccco3)nc12
  12%	50	81	-1	50	1	0	81	-14%
> COc1ccc(N2CCN(Cc3nc(N)nc(N4CCCc5ccccc54)n3)CC2)cc1
  1%	86	132	7	80	15	-15	132	6%
> O=C(NC1CCCCC1)c1ccc(CNc2c(N3CCOCC3)c(=O)c2=O)cc1
  27%	96	199	1	96	11	-11	199	-2%
> Cc1ccc(OC(=O)c2ccccc2P(=O)(O)O)cc1
  -1%	95	190	-3	98	20	-20	190	16%
> CCn1c(SCC(=O)Nc2oc(-c3ccccc3)c(-c3ccccc3)c2C#N)nnc1-c1ccco1
  -46%	89	163	-8	97	-4	4	163	4%
> CN1CCN(c2ccc([N+](=O)[O-])cc2C(=O)c2ccc(Cl)cc2)CC1
  -9%	·	95	·	·	-3	3	95	-2%
> COc1cc(NS(=O)(=O)c2ccc3c(c2)n(C)c(=O)n3C)cc(OC)c1
  15%	85	129	16	69	8	-8	129	10%
> CC(C)c1ccc(NC(=O)Nc2cc3sccc3n2C)cc1
  12%	82	48	-10	91	4	-4	48	-3%
> O=C(NCc1ccccc1)c1ccc(S(=O)(=O)C(F)F)cc1
  10%	·	126	·	·	6	-6	126	-8%
> CCCCn1c(-c2cccs2)nc2nc3ccccc3nc21
  -7%	47	145	13	34	-8	8	145	-5%
> CC1CN(c2nc3c(c(=O)n(Cc4ccc(Cl)c(Cl)c4)c(=O)n3C)n2C)CC(C)O1 (configuration not stated)
  -61%	96	129	15	81	11	-11	129	-10%

# Single records, as listed above. Order of screens: PLAP inhibition	MRP reversal cytotoxicity	NFkB transloc pot cell count 2 µM	MRP reversal	MRP reversal with doxorubicin	NFkB transloc pot	IL1B NFkB inh	IL1B NFkB inh cell count 2 µM	Bcl-B displacement
# Results for COc1ccc(N2CCN(Cc3nc(N)nc(N4CCCc5ccccc54)n3)CC2)cc1 → 1%	86	132	7	80	15	-15	132	6%
# Results for COc1cc(OC)c(NC(=O)CCNC(=O)Cn2cnc3ccccc3c2=O)cc1Cl → -11%	93	146	-2	95	16	-16	146	2%

# Assay outcomes deposited in PubChem BioAssay by several laboratories.
